Bioassay records: PubChem, National Center for Advancing Translational Sciences (NCATS)
CCT modulator: modulators of cytosolic chaperonin (CCT/TRiC) activity; purified chaperonin ATPase assay, HTRF ADP detection, 30 min; activity change, % (test concentration not listed), hits read low; actives 0.3% (n = 360,000); AID 651819; in the data active = activity change below about -30%; also: % is scaled to controls: 0 for no effect and ±100 for the full control effect
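Enzyme 40 or 20 nM (batch-dependent) in Tris pH 7.4/KCl/MgCl2/DTT; cpd 76 uM single point; ATP 10 uM; 30 min 37 °C; Transcreener ADP HTRF detection, 30 min RT; ratio 665/615.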
PLK1 PBD inh: blocks phosphopeptide binding to human PLK1 polo-box domain | P53350 | Plk1 PBD binding of FITC phosphopeptide, fluorescence polarization | Potency, µM, without a hit: max response, negative = inhibition, usual class: inhibitors | actives 2.8% (n = 360,000) | AID 720504; also: potency is read from the fitted curve at half-maximal effect; series mostly up to about 57 µM; % is scaled to controls: 0 for no effect and ±100 for the full control effect; nearly all actives have a fitted effect of over 65% in size
EPAC1 ag: activates human EPAC1 exchange factor; EPAC1 agonist qHTS, biochemical assay; response scale: 100% = response to 6.5 mM cAMP; Potency, µM (doses to about 154 µM), inactives show at the top dose activation, most hits filed as activators; actives 0.073% (n = 360,000); AID 720707; also: potency is read from the fitted curve at half-maximal effect; nearly all actives have a fitted effect of over 60% in size
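Fluorescent GDP-exchange assay: 100 nM EPAC1 with 250 nM Rap1B preloaded with BODIPY-GDP and 50 uM GDP; compounds tested as concentration series, 5 min at room temperature, then read every 5 min for 30 min (ex 480/em 540 nm); normalized to 6.5 mM cAMP.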
EPAC2 agonist: agonists of human EPAC2 (RAPGEF4). Q8WZA2. EPAC2 activation, biochemical qHTS; response scale: 100% = 6.5 mM cAMP response. Potency, µM (titrated, usually from 154 µM), for inactives: at the highest dose activation, most hits filed as activators. actives 0.079% (n = 360,000). AID 720711; also: potency is read from the fitted curve at half-maximal effect; nearly all actives have a fitted effect of over 50% in size
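Each well held 100 nM EPAC2, 250 nM RAP1B-BODIPY-GDP and 50 uM GDP. Fluorescence, read at 5-min intervals to 30 min, was referenced to a 6.5 mM cAMP positive control.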
WRN helicase inh: inhibitors of human WRN helicase; Q14191; WRN helicase unwinding, fluorescent forked duplex, kinetic; Potency, µM (titrated, usually from 114 µM), for inactives: top-dose activity change, negative = inhibition, usual class: inhibitors; actives 0.46% (n = 360,000); AID 651768; also: potency is read from the fitted curve at half-maximal effect; % is scaled to controls: 0 for no effect and ±100 for the full control effect; nearly all actives have a fitted effect of over 55% in size
Target sequence (Q14191 whole entry, looked up): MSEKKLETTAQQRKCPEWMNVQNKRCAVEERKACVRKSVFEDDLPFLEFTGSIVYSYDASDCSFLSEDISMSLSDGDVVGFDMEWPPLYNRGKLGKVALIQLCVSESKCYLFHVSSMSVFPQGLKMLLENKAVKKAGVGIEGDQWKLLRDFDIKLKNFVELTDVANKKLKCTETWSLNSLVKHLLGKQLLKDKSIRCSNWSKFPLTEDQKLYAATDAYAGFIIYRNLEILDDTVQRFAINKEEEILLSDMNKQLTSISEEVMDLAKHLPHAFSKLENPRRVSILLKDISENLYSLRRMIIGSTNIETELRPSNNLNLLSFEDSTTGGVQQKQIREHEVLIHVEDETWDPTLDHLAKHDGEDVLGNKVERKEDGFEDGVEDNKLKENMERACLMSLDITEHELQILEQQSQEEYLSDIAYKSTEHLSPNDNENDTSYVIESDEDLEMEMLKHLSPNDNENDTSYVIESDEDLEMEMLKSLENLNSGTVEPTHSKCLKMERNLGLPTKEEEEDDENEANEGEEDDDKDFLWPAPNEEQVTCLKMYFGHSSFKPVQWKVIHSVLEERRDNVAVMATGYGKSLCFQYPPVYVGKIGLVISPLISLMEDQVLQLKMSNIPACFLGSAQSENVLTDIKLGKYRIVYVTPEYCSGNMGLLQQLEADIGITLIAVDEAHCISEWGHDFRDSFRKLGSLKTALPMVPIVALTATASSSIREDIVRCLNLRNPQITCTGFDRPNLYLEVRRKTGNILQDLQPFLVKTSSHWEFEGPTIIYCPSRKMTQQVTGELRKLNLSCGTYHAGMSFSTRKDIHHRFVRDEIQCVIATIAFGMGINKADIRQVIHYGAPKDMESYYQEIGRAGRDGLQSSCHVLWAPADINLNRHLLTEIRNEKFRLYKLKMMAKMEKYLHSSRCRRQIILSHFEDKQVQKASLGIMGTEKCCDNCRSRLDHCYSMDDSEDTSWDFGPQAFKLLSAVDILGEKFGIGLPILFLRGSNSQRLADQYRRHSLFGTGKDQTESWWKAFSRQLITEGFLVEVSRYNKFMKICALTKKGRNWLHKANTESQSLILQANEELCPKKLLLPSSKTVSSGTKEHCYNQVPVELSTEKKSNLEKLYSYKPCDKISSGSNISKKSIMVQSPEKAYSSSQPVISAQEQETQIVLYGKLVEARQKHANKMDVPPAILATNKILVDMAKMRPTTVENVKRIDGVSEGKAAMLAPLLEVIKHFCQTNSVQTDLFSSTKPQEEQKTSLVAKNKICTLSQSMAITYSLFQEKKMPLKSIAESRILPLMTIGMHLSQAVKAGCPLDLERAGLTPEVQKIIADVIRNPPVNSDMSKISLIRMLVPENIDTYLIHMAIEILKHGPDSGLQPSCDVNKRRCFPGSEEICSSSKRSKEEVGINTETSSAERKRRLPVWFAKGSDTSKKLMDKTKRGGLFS
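WRN at 20 nM final was preincubated with compound for 15 min at room temperature; reaction started with 100 nM forked duplex oligonucleotide carrying fluorophore and quencher plus 2 mM ATP (final). Unwinding followed kinetically by red fluorescence (ex 525/em 598 nm).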
IL2 activator: IL-2 activation. activation, % (series mostly up to about 46 µM). actives 0.065% (n = 360,000). IL-2 activation reporter assay, cell-based qHTS; stimulated with anti-CD3/CD4/CD28 beads; in transgenic mouse T cells; in the data active = activation above about 50%; inconclusive = mostly about 30% to 49%; also: 0% is about no effect
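First, unstimulated transgenic mouse T cells were exposed to compound for 60 min. Next, anti-CD3/anti-CD4-coated beads with anti-CD28 were added. Finally, after 18 h at 37 degrees C, EGFP and DsRed were imaged.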
PI5P4K alpha inh: inhibitors of human PI5P4K alpha | P48426 | PI5P4Kalpha enzyme, ADP-Glo luminescence, 60 min; hits give low values | max response, % | actives 1.2% (n = 330,000); active = max response of -50% or lower; inconclusive = between -30% and -50%; inactive = -30% or higher; also: value at the top dose of about 77 µM; % is scaled to controls: 0 for no effect and ±100 for the full control effect
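Single end-point luminescence (ADP-Glo) quantified ADP from PI5P4Kalpha turnover; ATP 5 microM final, 1 h at RT, 0.1% CHAPS and 0.28 mM EGTA in HEPES pH 7.4.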
EPAC1 antagonist: blocks human EPAC1 exchange factor | O95398 | EPAC1 GEF assay, Rap1b-BODIPY-GDP exchange fluorescence | Potency, µM (highest dose often 115 µM), for inactives: at the top dose activity change, negative = inhibition, hits mostly inhibitors | actives 0.14% (n = 360,000) | AID 720709;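 also: potency is read from the fitted curve at half-maximal effect; plate controls were vehicle for no effect and positive control for full effect; nearly all actives have a fitted effect of over 50% in size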
* hit, by the source's call; ? = inconclusive; . = not tested or not shown; [ ] = dose if it differs, or a comment. Unless noted, calls follow the shape of the dose curve; as a rule, active = well fitted curve in the direction sought with a large enough effect; inconclusive = small, poorly fitted or top-dose-only effect, or another doubt; inactive = no such curve, though single readings can be large; an effect the other way counts as inactive or inconclusive.

SMILES	CCT modulator	PLK1 PBD inh	EPAC1 ag	EPAC2 agonist	WRN helicase inh	IL2 activator	PI5P4K alpha inh	EPAC1 antagonist
C[C@@H](C[C@@H](O)[C@H](O)C(C)(C)O)[C@@H]1CC[C@]2(C)C3=CC[C@H]4C(C)(C)C(=O)CC[C@]4(C)[C@H]3CC[C@@]12C	0.4	4%	-12%	-2%	7%	-0.9	-1	-16%
CCOC(=O)c1ccc(N2C(=O)CC(NC3CCN(C(=O)c4ccc(F)cc4)CC3)C2=O)cc1 (centres undefined)	-3.6	2%	4%	5%	-13%	-5.1	3	3%
CCOc1ccc(NC(=O)COC(=O)Cn2cnc3ccccc32)cc1	-1.5	-3%	12%	-5%	4%	-0.6	4	11%
Clc1ccc(N2N=C(c3cccs3)CC2c2ccco2)cc1 (centres undefined)	-0.1	-3%	10%	18%	-8%	0.0	16	3%
CCN(C(=O)c1ccccc1Cl)c1ccccc1	-1.7	-12%	13%	11%	12%	-2.7	.	1%
C=CCSc1nc(=O)n2cccc(C)c2n1	-0.1	-8%	10%	2%	-4%	0.8	.	0%
Cc1ccc2nc(SCC(=O)Nc3oc(C)c4c(C)n[nH]c(=O)c34)[nH]c2c1	2.4	-22%	16%	5%	2%	0.7	-8	8%
O=C(COC(=O)c1cccc2c1C(=O)c1ccccc1C2=O)NC1CCCCC1	-1.6	-8%	11%	3%	-18%	-5.3	0	-6%
Cc1c(NC(=O)c2ccc(S(=O)(=O)N(C)C)cc2)cccc1-n1cnnn1	0.2	3%	-2%	4%	5%	1.6	1	3%
CC1(C)NC(=O)N(CC(O)CN2CCOCC2)C1=O (centres undefined)	-2.4	-10%	7%	14%	6%	-2.5	.	0%
CN(CC(=O)Nc1ccccc1Cl)C(=O)COC(=O)Cc1ccc(F)cc1	-3.1	0%	1%	-5%	-14%	-2.5	0	9%
CCCCn1c(SCC(=O)NCc2ccco2)nc2c(sc3ccccc32)c1=O	0.5	-5%	-3%	-2%	-8%	-1.7	.	13%
CC(C)C[C@@H](CO)N1CCN(Cc2ccc(Br)cc2)CCC1=O	-1.4	-5%	-3%	1%	-4%	-1.6	3	3%
COc1cccc(C(=O)Nc2ccccc2N2CCOCC2)c1	-7.1	2%	5%	5%	-5%	-3.5	0	1%
COC(=O)C1=C(C)NC(=O)NC1c1ccc([N+](=O)[O-])o1 (centres undefined)	-4.5	-8%	0%	3%	4%	-0.4	-3	-9%
CC(=O)N1CC(C)Sc2ccc(S(=O)(=O)NCCc3cccc(C)c3)cc21 (centres undefined)	0.2	12µM*	4%	17%	-7%	-4.6	-20	-22%
COc1ccc(C(CNC(=O)c2cccc(Br)c2)N2CCCC2)cc1 (centres undefined)	-3.2	1%	7%	4%	-2%	0.2	.	7%
COc1cc(NC(=O)c2cc([N+](=O)[O-])ccc2NC(=O)CNC2CCCCC2C)cc(OC)c1 (centres undefined)	-0.6	-1%	9%	6%	-11%	-2.1	6	-10%
O=C(Cn1cc(C(F)(F)F)cc(Cl)c1=O)NCc1ccccc1	-1.9	-12%	-3%	3%	-6%	6.1	1	-28%
COc1ccc(N2CCN(C(=O)CSc3ncnc4c3cnn4-c3ccccc3C)CC2)cc1	-4.8	-1%	3%	1%	-3%	0.3	1	4%
Fc1ccccc1COc1ccc(-c2nnn(Cc3ccccc3F)n2)cc1	-5.3	-7%	-3%	5%	-9%	-4.8	8	-10%
O=C(Nc1ccccc1F)c1ccc(OCc2ccccc2)cc1	-2.1	-17%	2%	8%	-20%	-0.5	-5	-7%
Cc1cccc(NC(=O)CSc2nc3c(c(=O)[nH]2)CCCC3)c1C	-7.5	-5%	2%	7%	-3%	0.3	.	12%
N#Cc1c(Nc2ccc(F)cc2)sc(C(=O)c2ccccc2)c1N	-2.1	-3%	-3%	2%	2%	-2.6	-18	-21%
Cc1ccc(C)c(N2CCN(CCCNC(=O)Cn3cccc3C(=O)c3ccccc3)CC2)c1	-0.4	-1%	16%	4%	-8%	-0.6	2	4%
COc1ccc(CC(=O)Nc2c3c(nn2-c2ccccc2C)CS(=O)C3)cc1 (centres undefined)	-1.6	-6%	-2%	-2%	1%	-1.8	.	10%
Cc1nc2ccc(NC(=O)c3cccc(C(F)(F)F)c3)cc2o1	-0.9	-1%	0%	-1%	-4%	-2.4	-2	3%
COc1ccc(CC(=O)Nc2ccc3nc(C)sc3c2)cc1OC	0.9	-2%	-1%	-2%	-21%[57.1 µM]	-3.4	6	-10%
CCCCOc1ccc(OCCCN2CCOCC2)cc1	2.6	-10%	4%	15%	-1%	2.9	12	-21%
Cn1nccc1NC(=O)CC(CC(=O)O)c1ccccc1 (centres undefined)	0.1	3%	6%	1%	-6%	-0.8	3	-4%
CCOc1cccc(N2CCN(CCNC(=O)Nc3ccc(C)cc3)CC2)c1C	-0.3	-2%	-8%	-2%	5%	0.7	-3	2%
Cc1c(NC(=O)CN2CCN(C(=O)c3ccco3)CC2)c(=O)n(-c2ccccc2)n1C	3.1	-4%	-3%	-4%	9%	-2.0	.	3%
Cc1cc(/C=N\NC(=O)COc2cccc3cccnc23)c(C)n1-c1ccccc1	1.1	-2%	-7%	12%	-1%	-0.1	-11	-9%
C[C@@]12C(=O)N(CC3CC3)CC(=O)N1[C@H](/C=C/c1ccccc1)[C@@H]1C(=O)N(c3ccccc3)C(=O)[C@@H]12	-2.2	-3%	-9%	-12%	0%	0.2	-1	-7%
Cc1cc(C)cc(NC(=O)c2c(C)nc3ccccn23)c1	1.7	-23%	2%	5%	-6%	-0.6	-2	-3%
Cc1ccccc1C(=O)Nc1ccnn1C1CCN(Cc2cccnc2)CC1	-1.7	4%	-3%	4%	-11%	-4.5	-1	7%
Cc1csc(NC(=O)CCn2c(=O)oc3ccccc32)n1	-1.9	-3%	0%	-4%	7%	-0.9	2	-16%
CCCC(=O)N1c2ccccc2NC2=C(C(=O)CCC2)C1c1ccc(F)cc1 (centres undefined)	0.7	-2%	4%	8%	-2%[57.1 µM]	0.7	.	7%
CCOc1ccc(-n2cc(C(=O)NC(C)C)c3cc(OC)c(OC)cc3c2=O)cc1	-1.1	24µM*	-6%	-1%	3%	0.1	-10	0%
O=c1oc2c(CN3CCN(CCO)CC3)c(O)ccc2cc1-c1ccccn1	-4.8	-3%	7%	11%	14%	0.0	-2	8%

Some of the entries so far, as labelled records.
> Cc1ccccc1C(=O)Nc1ccnn1C1CCN(Cc2cccnc2)CC1
  CCT modulator = -1.7; PLK1 PBD inh = 4%; EPAC1 ag = -3%; EPAC2 agonist = 4%; WRN helicase inh = -11%; IL2 activator = -4.5; PI5P4K alpha inh = -1; EPAC1 antagonist = 7%
> Cc1csc(NC(=O)CCn2c(=O)oc3ccccc32)n1
  CCT modulator = -1.9; PLK1 PBD inh = -3%; EPAC1 ag = 0%; EPAC2 agonist = -4%; WRN helicase inh = 7%; IL2 activator = -0.9; PI5P4K alpha inh = 2; EPAC1 antagonist = -16%

Continued.
SMILES	CCT modulator	PLK1 PBD inh	EPAC1 ag	EPAC2 agonist	WRN helicase inh	IL2 activator	PI5P4K alpha inh	EPAC1 antagonist
O=C(Nc1ccccc1O)c1cc(S(=O)(=O)N2CCOCC2)ccc1Cl	-0.1	-2%	5%	1%	-6%	1.6	1	-13%
COc1ccc2nc3ccccc3nc2c1NC(=O)c1ccc(Br)cc1	2.2	-5%	-6%	-11%	-6%	3.2	6	0%
O=C1CC(N2CCC(O)(c3ccc(Br)cc3)CC2)C(=O)N1c1ccc(Cl)cc1 (centres undefined)	-2.8	-14%	6%	-2%	16%	-0.3	5	-3%
Cc1cc2c(ncn2C(C)C)c(NS(=O)(=O)c2ccc(F)cc2)c1C	0.6	-6%	0%	6%	-1%	2.0	-3	0%
Cc1cc([N+](=O)[O-])ccc1NC(=O)CN1CCN(Cc2ccccc2)CC1	-2.4	-2%	17%	7%	1%	0.3	6	11%
C/C(=N\NC(=O)Cc1ccc(F)cc1)c1ccc(F)cc1	-0.5	8%	-3%	1%	-3%	-2.8	0	-2%
O=C(CCN1C(=O)C2CCCCC2C1=O)Nc1ccc(Br)cc1F (centres undefined)	-0.4	-8%	-3%	-3%	-10%	-0.6	2	-6%
CN(C)S(=O)(=O)c1ccc(NC(=O)c2ccncc2)cc1	-2.6	-7%	6%	8%	-7%	0.6	2	-1%
COC(=O)c1ccc(CNC(=O)C2CCC(=O)N(CCc3ccccc3)C2)cc1 (centres undefined)	-3.1	-7%	11%	14%	3%	-1.0	-4	-3%
CC(C)NC(=O)c1ccc(Cl)cc1Cl	1.2	-7%	14%	10%	9%	-0.6	-3	14%
CCN1CCN(CC(=O)N/N=C/c2ccc(F)cc2F)CC1	-2.0	4%	7%	6%	?	-0.3	1	-7%
CCCCC(CC)CNC(=O)CN1C(=O)NC2(CCc3ccccc32)C1=O (centres undefined)	1.9	1%	-7%	-3%	-6%	-1.0	12	-12%
Cc1cc(C)n(CCNC(=O)c2cc(COc3ccc4ncccc4c3)on2)n1	0.7	-5%	-1%	5%	0%	-3.0	-1	6%
CN(C)CCN(Cc1ccccc1)C(=O)[C@H](Cc1ccccc1)N1C(=O)c2ccccc2C1=O	0.4	-8%	-6%	13%	5%	0.0	0	-2%
Cc1nn(-c2cccc(Cl)c2)c2nc(-c3ccco3)cc(C(=O)O)c12	-2.1	6%	-13%	0%	?	2.3	0	-18%
CCOC(=O)N1CCN(CC(O)COc2ccc(CC)cc2)CC1 (centres undefined)	-1.3	-2%	4%	3%	-2%	0.6	-2	-6%
CC(C)c1ccc(N(CC(=O)NC(C)(C)C)C(=O)CCC(=O)Nc2nccs2)cc1	-4.8	2%	-15%	-5%	6%	-0.2	-4	-19%
CC(C)C[C@H]1CNC(=O)C(=O)N1C[C@@H]1CCCN1C[C@H](Cc1ccccc1)N1C[C@H](CC(C)C)N(CCc2ccccc2)C(=O)C1=O	0.8	-12%	11%	-1%	4%	0.9	-1	2%
CCCc1ccc(NC(=O)C2CCN(c3cnccn3)CC2)cc1	-3.4	-14%	4%	3%	-2%	-3.4	3	?
Cc1ccc(N2C(=O)SC(Cc3ccccc3)C2=O)cc1 (centres undefined)	2.5	7.5µM*	-3%	8%	-32%	-3.3	?	-11%
Cc1ccc(Cn2c(=S)[nH]c3ccccc3c2=O)cc1	-0.9	-2%	-12%	-7%	6%	-2.4	-1	3%
Cc1noc(C)c1CNCc1ccccc1	-0.9	-15%	8%	0%	-2%[57.1 µM]	-5.4	-5	-2%

Only part of the results is shown; count on the stated rates, not on these rows.
